Assay outcomes deposited in PubChem BioAssay by National Center for Advancing Translational Sciences (NCATS).
Vif-A3G inh = inhibitors of Vif-APOBEC3G interaction; HeLa A3G-eYFP + Vif (tagged APOBEC3G with the HIV-1 protein that degrades it), YFP fluorescence, overnight; Potency, µM (top dose mostly 46.1 µM), for the others: at the highest dose activity, negative = active, usual class: inhibitors; 410,000 compounds, 0.076% hits;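 also: potency is read from the fitted curve at half-maximal effect; % is scaled to controls: 0 for no effect and ±100 for the full control effect; nearly all actives have a fitted effect of over 60% in size; hits raise eYFP signal because A3G escapes Vif-driven loss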
Target sequence (Q9HC16 whole entry, looked up): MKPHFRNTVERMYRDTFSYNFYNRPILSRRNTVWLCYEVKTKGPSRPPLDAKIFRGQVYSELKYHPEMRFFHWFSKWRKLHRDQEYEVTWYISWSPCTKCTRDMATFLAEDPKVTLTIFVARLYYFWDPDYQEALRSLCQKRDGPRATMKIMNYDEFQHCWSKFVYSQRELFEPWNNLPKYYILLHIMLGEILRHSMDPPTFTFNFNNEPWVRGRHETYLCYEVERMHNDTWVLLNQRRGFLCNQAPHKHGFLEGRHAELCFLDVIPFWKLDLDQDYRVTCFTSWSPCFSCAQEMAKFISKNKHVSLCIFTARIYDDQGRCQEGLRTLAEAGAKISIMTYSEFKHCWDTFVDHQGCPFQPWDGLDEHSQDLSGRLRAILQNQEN
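HeLa cells stably expressing Vif and C-terminally eYFP-tagged A3G, seeded overnight at 37 deg C, then exposed to compound by pintool overnight at 37 deg C. Rise in yellow fluorescence (Ex 488/Em 500-530, Acumen) marks blocked Vif-driven A3G degradation.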
Glioma ERSR ind = inducers of ER stress response in human glioma cells; U87-MG GRP78 promoter luciferase reporter, 16 h; Potency, µM, for the others: at the top dose activation, hits mostly activators; 420,000 compounds, 0.02% hits; also: potency is read from the fitted curve at half-maximal effect; series mostly up to about 76 µM; % of control where 0% means no effect; nearly all actives have a fitted effect of over 35% in size
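ERSR induction read as luciferase luminescence (Bright-Glo, 10 min at room temperature) in stably transfected human U87-MG glioma cells exposed to compounds for 16 h, using GRP78 as sensor.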
USP1 inh = blocks the human USP1/UAF1 deubiquitinase complex; 390,000 compounds, 0.23% hits; O94782; recombinant USP1/UAF1, Ub-Rhodamine cleavage fluorescence; Potency, µM (series often up to 57.1 µM), for the others: top-dose activity change, negative = inhibition, most hits filed as inhibitors; also: potency is read from the fitted curve at half-maximal effect; % is scaled to controls: 0 for no effect and ±100 for the full control effect; nearly all actives have a fitted effect of over 60% in size; inactives centre near -12
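USP1/UAF1 complex (1 nM) preincubated 15 min at room temperature with compound, then Ub-Rho substrate (150 nM final) added. Kinetic fluorescence at 480/540 nm over 6 reads at 60 s intervals; 50 mM HEPES pH 7.8, 0.5 mM EDTA, 0.1 mg/ml BSA, 1 mM TCEP, 0.01% Tween-20.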
RGS4 inh = human RGS4 inhibition; P49798; Transcreener GDP fluorescence polarization, RGS4-accelerated GTP hydrolysis; Potency, µM (doses to about 114 µM), for the others: top-dose activity change, negative = inhibition, hits mostly inhibitors; 390,000 compounds, 0.039% hits; AID 504845; also: potency is read from the fitted curve at half-maximal effect; % is scaled to controls: 0 for no effect and ±100 for the full control effect; nearly all actives have a fitted effect of over 75% in size; some results filed as inactive show a strong effect at the top dose
Target sequence (P49798 whole entry, looked up): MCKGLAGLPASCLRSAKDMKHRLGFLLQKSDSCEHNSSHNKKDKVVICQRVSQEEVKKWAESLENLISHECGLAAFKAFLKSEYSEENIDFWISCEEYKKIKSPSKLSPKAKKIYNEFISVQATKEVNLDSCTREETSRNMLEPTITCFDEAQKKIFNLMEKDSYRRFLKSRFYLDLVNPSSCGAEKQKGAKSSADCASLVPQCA
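MLSMR compounds (23 nl, pin-transferred) preincubated 10 min at room temperature with a 500nM (2x) first reagent, then RGS4 at 900nM (2x) plus Transcreener GDP mix added; fluorescence polarization (620/688 nm) read before and after 90 min at 30 °C.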
TrxR1 inh = inhibitors of rat thioredoxin reductase 1. O89049. Potency, µM (titrated, usually from 114 µM), without a hit: at the highest dose activity change, negative = inhibition, hits mostly inhibitors. recombinant rTrxR1, NADPH fluorescence consumption, selenite substrate. 390,000 compounds, 1% hits. AID 588453; also: potency is read from the fitted curve at half-maximal effect; % is scaled to controls: 0 for no effect and ±100 for the full control effect; nearly all actives have a fitted effect of over 65% in size
Target sequence (O89049 whole entry, looked up): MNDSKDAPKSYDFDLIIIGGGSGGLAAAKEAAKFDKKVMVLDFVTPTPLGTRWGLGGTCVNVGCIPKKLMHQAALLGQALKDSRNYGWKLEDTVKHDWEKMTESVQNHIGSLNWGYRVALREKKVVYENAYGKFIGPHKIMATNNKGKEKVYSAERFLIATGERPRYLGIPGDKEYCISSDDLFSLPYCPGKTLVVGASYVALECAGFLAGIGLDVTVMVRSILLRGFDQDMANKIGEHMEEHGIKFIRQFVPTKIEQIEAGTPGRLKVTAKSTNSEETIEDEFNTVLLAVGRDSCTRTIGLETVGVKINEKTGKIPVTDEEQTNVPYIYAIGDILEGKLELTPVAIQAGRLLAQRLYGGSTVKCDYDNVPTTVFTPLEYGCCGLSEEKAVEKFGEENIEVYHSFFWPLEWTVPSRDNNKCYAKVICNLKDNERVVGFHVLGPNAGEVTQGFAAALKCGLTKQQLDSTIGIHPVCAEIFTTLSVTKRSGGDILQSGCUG
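Rat TrxR1 (90 nM in the dispensed reagent) was pre-reduced with 400 uM NADPH for 5 min at room temperature, then incubated with compound for 15 min. After 400 uM selenite was added, NADPH fluorescence (Ex 340/Em 450 nm) was followed for 8 min.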
IDH1 R132H inh = blocks human mutant IDH1 R132H enzyme; O75874; IDH1-R132H enzyme, NADPH consumption, diaphorase/resazurin fluorescence; Potency, µM (doses to about 76.6 µM), for the others: top-dose activity change, negative = inhibition, usual class: inhibitors; 390,000 compounds, 0.093% hits; AID 602179; also: potency is read from the fitted curve at half-maximal effect; % is scaled to controls: 0 for no effect and ±100 for the full control effect; nearly all actives have a fitted effect of over 65% in size
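IDH1-R132H (0.5 ug/mL) preincubated 30 min with compound, then NADPH (0.016 mM) and alpha-KG (2 mM) added; 80 min at RT, pH 7.5. Remaining NADPH coupled via diaphorase/resazurin to fluorescence (540/590 nm); concentration-response curves normalized to no-enzyme control.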
LDHA block = blocks human lactate dehydrogenase A. activity change, % (values are at about 110 or 230 µM). P00338. 480,000 compounds, 0.15% hits. purified LDHA, NADH/diaphorase-resazurin fluorescence; hits give low values; in the data active = activity change below about -30%; inconclusive = mostly about -25% to -30%;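 also: plate controls were DMSO wells for no effect and wells without enzyme for full effect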
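Human LDH5 (2 nM) was incubated with 0.06 mM NADH and 0.2 mM pyruvate for 5 min at room temperature in Tris pH 7.4. Remaining NADH was coupled through diaphorase/resazurin, and resorufin fluorescence was read at 0 and 20 min.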
TrxR1 substrate = is turned over as a substrate by rat TrxR1. 390,000 compounds, 0.01% hits. Potency, µM (titrated, usually from 114 µM), without a hit: at the top dose activity change, negative = substrate turnover. O89049. purified TrxR1 substrate turnover, NADPH consumption readout; also: potency is read from the fitted curve at half-maximal effect; % is scaled to controls: 0 for no effect and ±100 for the full control effect; nearly all actives have a fitted effect of over 50% in size
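Rat TrxR1, dispensed at 90 nM, was prereduced with 400 uM NADPH (final) for 5 min at ~22 deg C, then incubated with compound 15 min before 400 uM selenite. A first-read NADPH fluorescence drop versus no-compound background flagged substrates.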
Vif-A3F inh = blocks the Vif interaction with APOBEC3F; AID 602313; Potency, µM (top dose mostly 46.1 µM), for inactives: at the top dose activity, negative = active; 390,000 compounds, 0.2% hits; HeLa A3F-eYFP + Vif (tagged APOBEC3F with the HIV-1 protein that degrades it), YFP fluorescence increase; also: potency is read from the fitted curve at half-maximal effect; % of control where 0% means no effect; nearly all actives have a fitted effect of over 65% in size
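HeLa cells stably expressing A3F-eYFP plus Vif, plated and incubated overnight at 37 deg C, then exposed to compounds overnight at 37 deg C. Blocked degradation read as raised yellow fluorescence (Ex 488/Em 500-530).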
An asterisk follows results filed as active; u = inconclusive; x = not tested or not shown; & = joins results of further samples; [ ] = dose if it differs, or a comment. Unless noted, calls follow the shape of the dose curve; as a rule, active = well fitted curve in the direction sought with a large enough effect; inconclusive = small, poorly fitted or top-dose-only effect, or another doubt; inactive = no such curve, though single readings can be large; an effect the other way counts as inactive or inconclusive. Not all compounds are listed (hit frequency here may not be typical).

no.	mol	TrxR1 substrate	RGS4 inh	IDH1 R132H inh	TrxR1 inh	USP1 inh	Vif-A3F inh	Vif-A3G inh	Glioma ERSR ind	LDHA block
1	CCC1NC(=S)NC(C)=C1C(=O)c1ccccc1 (stereo not given)	-10%	u	0%	-19%	-24%	0%	-6%	-1%	-1
2	N/C(Cc1ccc([N+](=O)[O-])cc1)=N\OC(=O)c1cccc(Br)c1	1%	-11%	-4%	15%	-8%	u	0%	2%	-1
3	COc1ccc(S(=O)(=O)N2CCC(C(=O)c3ccc4c(c3)OCCO4)CC2)cc1	0%[57.1 µM]	-2%	6%	0%[57.1 µM]	-10%	-1%	1%	-1%	-8
4	CCN1C(=O)[C@H]2[C@@H](c3ccc(C)cc3)N3C(=O)N(c4ccccc4)C(=O)[C@@]3(CC)[C@H]2C1=O	7%	-20%	14%	8%	-20%	-9%	-1%	2%	6
5	Cc1c(/C(O)=C2\C(=O)C(=O)N(CCN(C)C)C2c2cccnc2)cnn1-c1ccccc1 (stereo not given)	-11%[57.1 µM]	6%	5%	-4%[57.1 µM]	-12%	1%	1%	-1%	1
6	O=C1c2ccccc2C(=O)C1Cc1cccc2ccccc12	4%	-43%	15%	u	-22%	3%	u	-1%	25
7	O=C(COC(=O)CNC(=O)c1ccccc1F)Nc1ccc2[nH]c(=O)[nH]c2c1	0%	10%	0%	-4%	-25%	3%	-4%	-1%	1
8	Cc1cc(NC(=O)CSCC(=O)Nc2cccc(S(=O)(=O)N3CCCCCC3)c2)no1	6%	15%	-15%	28%	-10%	0%	-2%	0%	0
9	O=C(O)C(Oc1ccc2c3c(c(=O)oc2c1)CCC3)c1ccccc1 (stereo not given)	100%[activator]	-21%[11.4 µM]	6%	-17%	-15%	-12%	-9%	-4%	4
10	CCN1CCN(CCNC(=O)c2ccc(/C=C3/Sc4ccccc4N(Cc4ccccc4C)C3=O)cc2)CC1	1%	36%[11.4 µM]	0%	29%	-15%	2%	-5%	-9%	-6
11	Oc1c(Br)cc(Br)cc1CNc1cccc2cccnc12	-5%	u	6%	-8%	u	u	-19%	-4%	5
12	COc1c(C(O)CC(C)C)ccc2c1C(=O)OCc1cc(C)cc(O)c1O2 (stereo not given)	-5%	-5%	-8%	-5%	-12%	-3%	3%	0%	9
13	Cc1cc(C)c(S(=O)(=O)N2CCN=C2c2ccccc2)cc1C	-14%	27%	14%	-6%	-5%	-2%	2%	-2%	-8
14	CC(=O)c1cccc(NC(=O)NC2CC3CCCC(C2)N3CC(C)C)c1 (stereo not given)	1%	27%	-5%	4%	-3%	-9%	0%	-5%	-5
15	COc1ccccc1C(C)NC(=O)c1cc(S(=O)(=O)N2CCCCC2)ccc1C (stereo not given)	5%	6%	3%	43%[activator]	-15%	3%	3%	-3%	-6
16	S=c1[nH]nc(-c2ccncc2)n1/N=C/c1cn(-c2ccccc2)nc1-c1ccccc1	-10%	-5%	-1%	-12%	-3%	-1%	-8%	5%	-5
17	CCOC(=O)C(=NC1CCS(=O)(=O)C1)NNc1ccc(Br)cc1 (stereo not given)	-6%	-27%	1%	-21%	-17%	-17%	0%	-2%	7
18	C=CCNc1nc(C(=O)OCC(=O)Nc2cc(S(C)(=O)=O)ccc2Cl)cs1	-4%	-1%	6%	7%	-20%	2%	-5%	-2%	-1
19	C/C(=N\NC(=O)CSc1nc2nc(C)cc(C)n2n1)c1ccccc1	11%	-5%	-2%	16%	-5%	3%	1%	-2%	1
20	CN(Cc1ccccc1)C(=S)NC(=O)C1CCCCC1	5%	-21%	0%	17%	-24%	-22%	-3%	-1%	-1
21	CC1CCN(S(=O)(=O)c2ccc3c(ccc(=O)n3CC(=O)NCc3ccc(Cl)cc3)c2)CC1	-3%[57.1 µM]	-3%	-6%	13%[57.1 µM]	-26%	5%	-2%	-3%	1
22	COc1ccc2[nH]c(=O)c(CN(C(=O)c3cccnc3)c3cccc(C)c3)cc2c1	14%	-20%[11.4 µM]	1%	-2%	-21%	7%	1%	-1%	2
23	CN(C)c1ccc(C(=O)c2ccccc2C(=O)O)c(O)c1	-15%	-9%	4%	-15%	-16%	x	-8%	-2%	0
24	COC(=O)c1sc(S(=O)(=O)N2CCC(C(=O)O)CC2)c(C(=O)OC)c1C	-1%	7%	1%	7%	-4%	0%	4%	-3%	-5
25	O=C(N/N=C/c1c[nH]c2ccccc12)c1cc(-c2cccc3ccccc23)n[nH]1	0%	15%	1%	4%	-13%	-2%	u	-4%	-8

Entries above that have a Cl atom, in the order listed:
no.	mol	TrxR1 substrate	RGS4 inh	IDH1 R132H inh	TrxR1 inh	USP1 inh	Vif-A3F inh	Vif-A3G inh	Glioma ERSR ind	LDHA block
18	C=CCNc1nc(C(=O)OCC(=O)Nc2cc(S(C)(=O)=O)ccc2Cl)cs1	-4%	-1%	6%	7%	-20%	2%	-5%	-2%	-1
21	CC1CCN(S(=O)(=O)c2ccc3c(ccc(=O)n3CC(=O)NCc3ccc(Cl)cc3)c2)CC1	-3%[57.1 µM]	-3%	-6%	13%[57.1 µM]	-26%	5%	-2%	-3%	1

Continued:
no.	mol	TrxR1 substrate	RGS4 inh	IDH1 R132H inh	TrxR1 inh	USP1 inh	Vif-A3F inh	Vif-A3G inh	Glioma ERSR ind	LDHA block
26	CCn1c(=Nc2ccc(N3CCOCC3)cc2)ccc2ccccc21	-8%	0%	0%	0%[57.1 µM]	-14%	4%	-1%	-5%	4
27	O=C1C=C(c2ccc3ccccc3c2)C[C@@H](c2ccc(Cl)cc2)C1	0%	12%	-12%	17%	-25%	-4%	-30%	-3%	-1
28	CN1CCN(c2ccc(NC(=O)c3ccccc3Br)cc2)CC1	11%[57.1 µM]	7%	0%	19%[57.1 µM]	-18%	1%	2%	7%	-9
29	COc1ccc(CNC(=S)NCc2ccc(F)cc2)cc1	2%	-14%	6%	27%	-12%	0%	4%	-6%	-4
30	O=c1[nH]c(CSc2cccc[n+]2[O-])nc2ccccc12	5%	-8%	14%	22%	-20%	u	-2%	0%	0
31	Cc1cc(N/C=C(\C#N)S(=O)(=O)c2ccc(Cl)cc2)nc(C)n1	-7%	-7%	3%	3%[57.1 µM]	-11%	17%	1%	-5%	-2
32	OC1CCNC(=S)N1c1ccccc1 (stereo not given)	-11%	-1%	5%	5%[57.1 µM]	-1%	-2%	1%	-3%	2
33	O=C(Nc1ccccc1N1CCCCC1)C1CCN(S(=O)(=O)c2ccccc2C(F)(F)F)CC1	-5%	0%	0%	12%	-21%	7%	-2%	-2%	1
34	Cc1cc(NC(=O)CCN2CCC(C(N)=O)CC2)ccc1Br	3%	34%	14%	6%	-6%	-14%	4%	-1%	4
35	Cc1cccc(OCC(=O)NCC(=O)N/N=C/c2ccccc2)c1	1%	11%	13%	7%	-24%	6%	0%	-3%	-7
36	O=C1CSC(=S)N1N=Cc1ccc(Cl)cc1Cl	10%[57.1 µM]	-52%	1%	-9%[11.4 µM]	-15%	2%	0%	0%	8
37	COc1cc(C(=O)NCc2cccs2)ccc1OCc1c(C)noc1C	0%	1%	-2%	10%	-4%	-3%	0%	-4%	-7
38	Cc1cccc(C)c1NC(=O)CCCN1C(=O)C(c2ccccc2)Oc2cccnc21 (stereo not given)	4%	-15%[56.9 µM]	7%	17%	-17%	-4%	1%	-1%	-5
39	CN1C(=O)CS(=O)c2ccc(C(=O)NC3CC3)cc21 (stereo not given)	4%[57.1 µM]	-33%	3%	-7%[57.1 µM]	-3%	-4%	-3%	-4%	-1
40	Cn1nc(C(=O)Nc2ccc(-n3cnnn3)cc2)c2ccccc2c1=O	3%[2.29 µM]	-42%	1%	7%[2.29 µM]	-8%	3%	0%	-3%	-15
41	COCc1nnc(NC(=O)CCc2ccccc2)s1	13%[57.1 µM]	0%	5%	9%[57.1 µM]	-14%	-2%	0%	0%	-6
42	O=c1oc2ccccc2c(N2CCCCC2)c1CN1CCCCC1	0%	-20%	0%	25µM*	-16%	2%	-9%	-5%	-3
43	NC1=NC(=Nc2ccc(S(N)(=O)=O)cc2)c2ccccc21	-11%	6%[11.4 µM]	-10%	-2%	-2%	-1%	5%	-1%	-14
44	CC1=CC(C)(C)NC(=S)N1c1ccc2ccccc2c1	12%[57.1 µM]	-15%&7%	9%&4%	-7%[2.29 µM]	0%&11%	-9%&-7%	u	4%&-3%	2&-6
45	CCCCCCC1(C)NC(c2ccc3c(c2)OCO3)=CC(c2ccccc2O)N1 (stereo not given)	0%	-4%	x	-13%	x	x	0%	8%	2
46	S=c1[nH]nc(-c2cccs2)n1Cc1ccccc1	5%[57.1 µM]	-40%	1%	6%[57.1 µM]	-9%	-9%	-2%	-1%	-5
47	COc1ccc(CNC(=O)CCSCc2cccc(Cl)c2)cc1	0%	-17%	2%	9%	-22%	-13%	0%	-5%	-5
48	CCCCNC(=O)c1cc2c(=O)n3cccc(C)c3nc2n(Cc2ccncc2)c1=N	911%[activator]	0%	9%	165%[activator]	-23%	0%	2%	1%	-1
49	Cc1cccc(NS(=O)(=O)c2csc(C(N)=O)c2)c1	9%	6%	0%	21%	-12%	-5%	-3%	-4%	0
